# TEAD-YAP inh: TEAD-YAP interaction inhibition; hit rate 1.4% among 640,000; AID 1259422; HEK-TIYL cells, TEAD-Gal4/YAP UAS-luciferase luminescence; inhibition, % at 9.12 µM; in the data active = inhibition above about 32%;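 also: 0% = median of test compound wells and 100% = reference inhibitor wells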
# MITF inh: inhibitors of human MITF | O75030 | AlphaScreen MITF homodimerization, bead proximity signal | inhibition, % at 2.6 µM | hit rate 0.91% among 650,000 | AID 1259374; in the data active = inhibition above about 50%;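 also: 0% = vehicle wells with protein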
# Target sequence (O75030 whole entry, looked up): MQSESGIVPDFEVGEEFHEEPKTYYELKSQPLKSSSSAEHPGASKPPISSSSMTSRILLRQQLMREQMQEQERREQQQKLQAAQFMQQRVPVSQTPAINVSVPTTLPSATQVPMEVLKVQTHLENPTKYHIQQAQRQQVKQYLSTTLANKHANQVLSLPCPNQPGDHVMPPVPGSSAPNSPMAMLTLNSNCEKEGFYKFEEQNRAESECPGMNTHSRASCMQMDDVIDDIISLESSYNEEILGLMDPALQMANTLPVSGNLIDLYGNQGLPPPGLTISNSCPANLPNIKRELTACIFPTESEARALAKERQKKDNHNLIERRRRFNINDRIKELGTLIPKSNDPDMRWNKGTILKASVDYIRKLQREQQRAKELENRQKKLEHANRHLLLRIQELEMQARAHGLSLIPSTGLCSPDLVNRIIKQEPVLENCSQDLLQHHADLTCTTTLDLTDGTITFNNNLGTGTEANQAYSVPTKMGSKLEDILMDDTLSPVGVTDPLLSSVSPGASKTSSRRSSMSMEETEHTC
# GPR151 activ: human GPR151 activation. Q8TDV0. AID 1508602. hit rate 1% among 650,000. activation, % at 11.2 µM. PathHunter beta-arrestin GPR151 cells, luminescence; in the data active = activation above about 4.9%;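 also: 0% = median of compound wells and 100% = cells with positive control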
# FBW7 activator: human FBW7 E3 ligase activation, primary screen; Q969H0; AlphaScreen FBW7–phospho-cyclin E peptide binding, activator screen; normalized activity (activation), % at 26.1 µM; hit rate 0.13% among 650,000; in the data active = normalized activity above about 1.9%;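 also: purified mutant Fbw7 with reduced substrate affinity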
# Starred values were filed as active, the others as inactive.
SMILES,TEAD-YAP inh,MITF inh,GPR151 activ,FBW7 activator
CSc1nc2sc3c(c2c(=O)n1C1CCCCC1)CCC(C(C)(C)C)C3 (stereo not drawn),4,12,-1.5,-0.5
COc1ccccc1OCC(=O)NCc1nc(C)no1,-11,-6,0.3,-0.1
O=C(NCc1nnc2n1CCN(Cc1ccc(OCCO)cc1)CC2)c1ccncc1,-1,8,0.3,0.1
CC1(C)CC(=O)N(CC(=O)NCCC2=CCCCC2)c2ccccc2S1,3,-4,-0.9,0.0
CCOc1ccc(NC(=O)COc2cccc3c2CCN(Cc2cccnc2)C3=O)cc1,0,5,1.6,0.1
COc1ccc(CCN(C)Cn2ncn(C)c2=S)cc1OC,-1,14,-1.3,0.1
O=C(/C=C/c1cccc([N+](=O)[O-])c1)NCCc1ccccc1,-8,15,1.5,0.1
COc1ccc(N2CCN(C(=O)c3ccc(N4CCC5(CC4)OCCO5)c(N)c3)CC2)cc1,2,-4,-1.0,-0.1
CCOC(=O)CCCN(Cc1ccccc1Cl)S(=O)(=O)c1cccc([N+](=O)[O-])c1,0,-2,0.3,-0.1
O=C(COc1ccc(S(=O)(=O)N2CCOCC2)cc1)NC1CCCCC1,-3,0,-1.0,0.7
CN1CCN(c2ccc3c4c(cccc24)C(=O)N(c2ccccc2)C3=O)CC1,3,14,0.5,0.7
CC(=O)Nc1ccc(NC(=O)C2CCN(c3ccc(Nc4ccc(N5CCOCC5)cc4)nn3)CC2)cc1,2,12,-0.5,-0.1
Cc1ccc(CNc2ncnc3c2cnn3-c2ccc(Cl)cc2)cc1,17,0,-0.8,0.4
O=C(O)CC(C(=O)O)c1ccc(Cl)cc1Cl (stereo not drawn),-4,11,-0.1,0.2
CSCCC1NC(=O)N(CC(=O)Nc2ccc(N3CCCCC3)cc2)C1=O (stereo not drawn),-9,4,-0.3,0.0
O=C(COc1ccc([N+](=O)[O-])cc1)Nc1nc2ccc(F)cc2s1,-9,13,-0.5,0.2
CN1C(=O)Cc2c1nc(N)c1c(N)nc(N3CCN(C(=O)c4ccco4)CC3)c(C#N)c21,-3,1,2.6,-0.1
CCc1ccccc1NC1=NCC(=O)N1C1CCCCC1,-4,1,0.5,0.0
CCCSCCCn1cnc2c([nH]c3ccc(Cl)cc32)c1=O,-2,-5,-2.5,0.7
CS(=O)(=O)c1ccccc1C(=O)Nc1nc(-c2ccccn2)cs1,19,57*,0.8,-1.8
COc1cc(CN2CCN(C3CCN(C(C)=O)CC3)CC2CCO)cc(OC)c1 (stereo not drawn),-6,6,0.0,-0.1
CC(C)C(NC(=O)c1ccc(F)cc1)C(C)C,3,-3,2.4,0.0
COC(=O)c1ccccc1NC(=O)CSc1nc2ccccc2c(=O)[nH]1,5,2,0.1,0.0
O=C1c2cccnc2C(=O)N1Cc1ccc(F)cc1S(=O)(=O)Nc1ccc(F)cc1,5,8,-1.0,0.0
Cc1cc(NCc2cccnc2)nc(N2CCCC2CO)n1 (stereo not drawn),2,-23,-1.0,0.1
COc1cccc(N2CC(C(=O)Nc3ccc(Br)c(C)c3C)CC2=O)c1 (stereo not drawn),-4,4,-1.7,0.6
CCn1c(/C=C/c2c(C)[nH]c3ccccc23)nc2ccccc2c1=O,6,-6,-0.6,-0.1
COc1ccc(Br)cc1/C=C1N=C(/C=C/c2ccc(Cl)cc2)OC/1=O,3,1,0.6,-0.1
COCCNC(=O)c1nnn(-c2ccccc2)c1CSc1ncccn1,-2,5,1.9,-0.2
CCC(C)OC(=O)C1=C(C)NC(=O)CC1c1ccccc1C(F)(F)F (stereo not drawn),5,7,1.2,0.0
O=C1c2cccc3cccc(c23)C(=O)N1CC1CCN(CC(O)COc2ccc3c(c2)OCO3)CC1 (stereo not drawn),1,-1,0.4,-0.3
NS(=O)(=O)c1cccc(NC(=O)COC(=O)/C=C/c2nc3ccccc3s2)c1,1,7,0.2,0.2
CS(=O)(=O)N(CC(=O)N1CCN(c2ccccc2)CC1)c1ccc(Cl)c(Cl)c1,12,8,-1.2,0.1
Cc1ccc([N+](=O)[O-])cc1NC(=O)Cc1cccs1,0,22,-0.1,0.0
Cc1ccc(NC(=O)CSc2nc3ccccc3c(=O)n2Cc2cccs2)cc1,-2,4,-0.6,-0.1
CCn1ncc(Cl)c1C(=O)Nc1cccc(Cl)c1Cl,7,-2,0.6,-0.1
COc1ccc(C(=O)CSc2nnc(-c3cccs3)n2-c2ccccc2)cc1,-1,-2,1.4,-0.1
CCOc1nc(N2CCOCC2)nc(C)c1[N+](=O)[O-],-1,9,-1.6,-0.1
CCOC(=O)c1cnc2cc(Cl)c(OC)cc2c1Nc1cc(OC)ccc1OC,4,1,0.7,-0.1
CN(Cc1cscn1)C(=O)c1cc(Cc2ccccc2)no1,-16,-1,-0.5,-0.1
COc1ccc(NC(=O)Cc2ccc(F)cc2)c(C)c1,6,-4,-0.8,-0.1
CCOC(=O)C1=CN(Cc2ccc(OC)cc2)C=C(C(=O)OCC)C1c1ccccc1Cl,6,-35,0.7,0.1
CN(C)c1cccc(C(=O)N2CCC3(CCC(CNC(=O)c4ccccn4)O3)CC2)c1 (stereo not drawn),-27,1,1.5,-0.3
CCOC(=O)c1ccc(S(=O)(=O)NNc2ccc(C(F)(F)F)cn2)cc1,-8,-9,-1.0,-0.2
CCN(CC)C(=O)Cn1cnc2sc(C(=O)Nc3ccc(C)cc3)c(C)c2c1=O,-27,-3,0.3,0.1
Cc1cc(Cl)c(Cl)cc1S(=O)(=O)N1CCC(C(N)=O)CC1,4,9,1.4,0.0
O=C(NNC(=O)C12CC3CC(CC(C3)C1)C2)c1ccccc1[N+](=O)[O-],-7,11,-0.5,0.3
CCN(CC)c1ccc(/C=N/NC(=O)c2cc([N+](=O)[O-])ccc2O)cc1,-4,9,-8.4,0.2
CC(C)N(CCNc1cc(-c2ccc3c(ccn3C)c2)nc(N)n1)C(C)C,5,-55,-0.6,-0.1
Cc1ccc(C(=O)N2CCOCC2)c(F)c1F,7,8,0.9,0.1
Cn1c(Nc2nc(NCCO)c3[nH]cnc3n2)nc2ccccc21,8,9,3.2,-0.3
Cc1ccc(C2CCN(C(=O)Nc3ccc(F)cc3)C2)cc1 (stereo not drawn),-35,-4,-0.6,0.1
CCc1ccc(NC2CC(=O)NC2=O)cc1 (stereo not drawn),1,-6,1.5,-0.3
O=C(NC1CCN(Cc2ccccc2)CC1)C1CCN(c2ccc(Nc3ccc(-n4ccnc4)cc3)nn2)CC1,-3,2,1.0,-0.1
COc1ccc(C(CC(=O)O)NS(=O)(=O)c2cccc3nsnc23)cc1OC (stereo not drawn),0,5,-0.3,0.6
COc1ccc(Cl)cc1CNC(C)(C)C,2,0,0.9,0.1
CCOC(=O)C1=C(C)N=c2s/c(=C\c3ccc(OCc4ccccc4Cl)c(OC)c3)c(=O)n2C1c1ccc2c(c1)OCO2 (stereo not drawn),-7,0,-0.1,0.0
Cc1ccc(NC(=O)c2ccccc2I)cc1Br,-81,2,-2.0,-0.1
O=c1c2sccc2nc(SCc2ccc([N+](=O)[O-])cc2)n1Cc1ccccn1,-20,17,1.1,-0.1
COC(=O)c1ccc(C(=O)Nc2nnc(-c3ccc(OC)cc3)o2)cc1,-5,-5,-0.7,-0.1

# Following part.
SMILES,TEAD-YAP inh,MITF inh,GPR151 activ,FBW7 activator
CCOc1ccc(NC(=O)COC(=O)c2ccccc2C(F)(F)F)c([N+](=O)[O-])c1,-5,9,0.8,-0.5
Cc1ccc(-c2c3c(nc4sc(C(=O)Nc5ccc(C)c(C)c5)c(N)c24)CCCC3)o1,-5,-14,0.4,-0.2
COc1cc(Nc2nc(SCc3cc(=O)n4ccccc4n3)nc3ccccc23)cc(OC)c1,10,1,0.8,0.1
S=c1[nH]nc(-c2ccncc2)n1-c1ccccc1,6,-4,0.9,-0.1
N[C@H](Cc1ccc(Br)cc1)C(=O)N1CCC(c2nc(-c3ccncc3)no2)C1 (stereo partly drawn),-3,14,4.3,-0.1
CCN(CC)C(=O)N1CCN(c2ccc([N+](=O)[O-])cc2)CC1,2,24,-1.3,0.3
COCC(=O)N(c1ccc(F)cc1)C1C=CS(=O)(=O)C1 (stereo not drawn),-14,-3,-0.3,0.0
COc1ccc(OC)c(NC(=O)c2c(NCc3ccc(OC)c(OC)c3)sc3c2CCCCC3)c1,6,12,-0.2,0.4
CCn1c(=NC(=O)c2ccc(S(=O)(=O)N(C)C)cc2)sc2cc(OC)c(OC)cc21,2,-3,-2.2,0.1
COc1cc(/C=C2\N=C(c3ccccc3)N(c3ccc(Br)cc3)C2=O)cc(OC)c1OC,-3,-3,-1.0,0.2
O=C(c1cccs1)C1OC1c1ccccc1 (stereo not drawn),-34,-1,0.9,0.0
CCCC1=C(C(=O)OCC)C(c2ccc(C(F)(F)F)cc2)NC(=O)N1C (stereo not drawn),14,-268,1.0,-0.1
Oc1ccc(/C=N/Nc2nn[nH]n2)cc1O,-5,52*,1.6,-0.6
Cc1nc2c(ccc3nc(NC(=O)/C=C/c4cccc([N+](=O)[O-])c4)sc32)s1,-6,-6,-1.0,-0.1
Cc1csc2nc(-c3cccc(NC(=O)c4ccccc4)c3)cn12,-25,7,2.2,0.3
NNC(=O)CNC(=O)c1ccc([N+](=O)[O-])cc1,7,1,1.6,-0.1
CC1(C)CC(=O)N(CC(=O)NC2CCCc3ccccc32)c2ccccc2S1 (stereo not drawn),-5,-5,-2.7,0.2
CC(=O)Oc1ccc(N2C(=O)c3ccc(-c4nc5ccccc5c(=O)o4)cc3C2=O)c(C)c1,11,-3,0.5,0.1
CCOC(=O)c1c(NC(=O)COc2ccc([N+](=O)[O-])c(C)c2)sc2c1CCC(CC)C2 (stereo not drawn),4,16,-1.6,0.6
COc1ccc(C2=C[N+](=O)C(C)(C)C(C)(C)N2[O-])cc1,6,4,0.8,-0.1
O=C(c1n[nH]c(=O)c2ccccc12)N1CC[C@@H](c2ccccc2)[C@H](O)C1,-10,-3,0.2,-0.1
COc1cc(C)c(Cl)cc1S(=O)(=O)NCCCN1CCOCC1,-2,4,0.4,-0.2
O=C(Nc1c2c(nn1-c1cccc(Cl)c1)CSC2)c1cc([N+](=O)[O-])ccc1Cl,1,4,0.5,0.0
COc1ccccc1NC(=S)N1CCOCC1,-4,2,-0.4,0.0
O=C(Nc1ccccc1F)c1ccc(S(=O)(=O)N2CCCc3ccccc32)cc1,-12,4,0.0,0.3
O=C(c1ccc2c(=O)n(CC3CCCO3)c(=S)[nH]c2c1)N1CCC2(CC1)OCCO2 (stereo not drawn),-2,-3,-0.2,0.2
COc1ccc(OC)c(C2C3=C(CCCC3=O)Nc3nc(-c4ccccc4)nn32)c1 (stereo not drawn),11,32,-1.6,0.6
O=c1c2cc(F)ccc2[nH]c(=S)n1Cc1ccccn1,-9,-3,0.2,-0.1
Cc1ccc(N2C(=O)c3n[nH]c(C)c3C2c2cccc([N+](=O)[O-])c2)cc1 (stereo not drawn),-3,3,-0.2,-0.2
Cc1cccc(N(CC(=O)NCCSCc2ccccc2Cl)S(C)(=O)=O)c1,2,16,0.2,-0.2
COc1ccc(S(=O)(=O)N2CCN(C3CCCCC3)CC2)cc1,4,13,-0.7,-0.1

# Screening data as filed in PubChem.
